CXXC DNA block = MLL CXXC-DNA interaction inhibition. Q03164. MLL-CXXC / FITC-HOXA9 DNA fluorescence polarization. Potency, µM (top dose mostly 115 µM), inactives show at the highest dose activity change, negative = inhibition, most hits filed as inhibitors. 0.037% of 290,000 active. AID 2662; active = well fitted inhibition curve with a large enough effect in the polarisation, with a control signal flat, not every such curve was filed as active; inconclusive = small, poorly fitted or top-dose-only effect, or effect the other way, or a change in a side signal; inactive = no such curve, though single readings can be large or run the other way; the % refers to the polarisation; note: potency is the fitted concentration of half-maximal effect
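Fluorescence polarization: 7 uM MLL-CXXC (stock) preincubated 5 min with compounds, then 50 nM fluorescein-HOX-A9 DNA (stock) added; 30 min ambient. Buffer 50 mM Tris-HCl pH 7.5, 50 mM NaCl, 1 mM DTT, 0.05% BSA.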
TCR activator = T cell receptor activation | primary human leukocytes, anti-CD3, IL-2 HTRF, 48 h | Potency, µM (doses to about 9.22 µM), for the others: top-dose activation of IL-2 secretion, most hits filed as activators | 330,000 tested, under 10 active | AID 504894; note: % of control where 0% means no effect
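Activity was scored as IL-2 release from primary human leukocytes given only a TCR signal (a-CD3 beads) plus compound for 48 hr. Detection used a two-antibody HTRF format read at 665nm.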
TSHR antag = human thyrotropin receptor antagonism | 0.2% of 330,000 active | activity change, negative = inhibition, % at 11.5 µM | TSHR-expressing cells, TSH-stimulated cAMP HTRF, 2 h; active compounds read low | AID 504810;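 active = activity change below a set negative limit, meaning inhibition stronger than a set level, cut at about -70% in these data; inconclusive = activity change between two set negative limits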; note: % is set by controls: 0 for no effect and ±100 for the full control effect
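Antagonism was scored as loss of TSH-driven cAMP in TSHR cells, stimulated with 4nM TSH (EC80) for 2 hours at 37 deg C and detected by homogeneous HTRF competition immunoassay.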
AT treatment = potential ataxia-telangiectasia treatments restoring KAP-1 phosphorylation. […] A-T fibroblasts, KAP-1 phosphorylation AlphaLISA; neocarzinostatin DNA damage 30 min before lysis. Potency, µM (highest dose often 57.5 µM), for the others: top-dose activation, most hits filed as activators. 0.19% of 320,000 active; note: potency is the fitted concentration of half-maximal effect; % of control where 0% means no effect; nearly all actives have a fitted effect of over 45% in size
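hTERT-immortalized A-T patient fibroblasts ([…]), 500 cells/well in OPTI-MEM, 1% FBS, got compounds for 60 min, then NCS for 30 min at 37C. Lysates were then assayed for phospho-KAP-1 by AlphaLISA (anti-pKAP1 donor, anti-KAP1 acceptor beads), 6 hr at 25C.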
MBNL1 CUG block = inhibitors of human MBNL1 binding to CUG repeat RNA; 0.036% of 280,000 active; Q9NR56; TR-FRET MBNL1-His/biotin-(CUG)12 binding, 665/545 ratio; Potency, µM (series often up to 57.5 µM), inactives show top-dose activity change, negative = inhibition, usual class: inhibitors; active = well fitted inhibition curve with a large enough effect in the signal ratio, with a control signal flat, not every such curve was filed as active; inconclusive = small, poorly fitted or top-dose-only effect, or effect the other way, or a change in a side signal; inactive = no such curve, though single readings can be large or run the other way; the % refers to the signal ratio; note: potency is the fitted concentration of half-maximal effect; % is set by controls: 0 for no effect and ±100 for the full control effect
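TR-FRET between His-tagged MBNL1 and biotin-(CUG)12 RNA, detected with Tb anti-His antibody (0.055 ng/ul) and streptavidin-XL665 (5 nM), 60 min at room temperature. Compounds titrated 92 nM to 58 uM; 665/545 nm ratio normalized to buffer and complex controls.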
Menin-MLL TR inh = displaces Texas Red mutant MLL peptide from human menin. Menin + Texas Red MLL mutant peptide, fluorescence polarization. Potency, µM (highest dose often 61.6 µM), for inactives: at the top dose FP activity change, negative = inhibition, actives largely listed as inhibitors. AID 1768. 0.23% of 270,000 active. O00255; active = well fitted inhibition curve with a large enough effect in the polarisation, with a control signal flat, not every such curve was filed as active; inconclusive = small, poorly fitted or top-dose-only effect, or effect the other way, or a change in a side signal; inactive = no such curve, though single readings can be large or run the other way; the % refers to the polarisation; note: potency is the fitted concentration of half-maximal effect; % of control where 0% means no effect; many of its hits are not listed in these tables
S-ASM inh = blocks human secretory acid sphingomyelinase. P17405. AID 504937. Potency, µM (series often up to 57.5 µM), for inactives: top-dose activity change, negative = inhibition, actives largely listed as inhibitors. placental ASM, HMU-PC fluorogenic substrate, 60 min. 0.006% of 340,000 active; note: potency is the fitted concentration of half-maximal effect
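HMU-PC0 cleavage (9 uM final) by human placental ASM, 60 min at 37 °C following 10 min compound exposure at RT; stopped at pH 10, fluorescence Ex 386/Em 447 nm.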
Mito fusion act = inhibitors of mitochondrial division or activators of mitochondrial fusion; 0.23% of 320,000 active; S. cerevisiae fusion-defective mutant growth rescue, CellTiterGlo 48 h; Potency, µM (doses to about 46.1 µM), inactives show at the top dose growth rescue (activation), usual class: activators;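 note: potency is the fitted concentration of half-maximal effect; % of control where 0% means no effect; nearly all actives have a fitted effect of over 45% in size; temperature-sensitive fusion mutants such as fzo1-1 at 37 °C on non-fermentable ethanol glycerol medium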
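Luminescent cell viability in 1536-well qHTS format served as the measure of rescued growth in ts fusion-mutant S. cerevisiae cultured on non-fermentable YPEG for 48 hours at 37C.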
TSG101-PTAP inh = blocks PTAP/TSG101 interaction to inhibit HIV-1 budding. 340,000 tested, under 10 active. Fluorescence polarization, FITC-PTAP peptide / Tsg101 binding. AID 493005. Potency, µM (series often up to 115 µM), inactives show top-dose activity change, negative = inhibition, usual class: inhibitors. Q99816; active = well fitted inhibition curve with a large enough effect in the main read-out, with a control signal flat, not every such curve was filed as active; inconclusive = small, poorly fitted or top-dose-only effect, or effect the other way, or a change in a side signal; inactive = no such curve, though single readings can be large or run the other way; note: potency is the fitted concentration of half-maximal effect; % of control where 0% means no effect
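Fluorescence anisotropy tracks displacement of a FITC-tagged PTAP peptide (50 nM) from the Tsg101 binding domain (10 uM), following a 20 min room-temperature incubation at pH 7.5.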
Integrin act MD = activates integrin-mediated alleviation for muscular dystrophy; alpha7betagal myoblasts, beta-gal FDG fluorescence, 48 h; Potency, µM (series often up to 38.3 µM), inactives show at the top dose activation, hits mostly activators; 0.064% of 350,000 active;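 note: potency is the fitted concentration of half-maximal effect; 100% = response of the positive control SU9516; nearly all actives have a fitted effect of over 60% in size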
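Alpha7betagal+/- myoblasts (passage 13) were plated 16-24 hr, then exposed to compounds (1:260 dilution of DMSO stock) for 48 hours at 37C. After MPER lysis, β-galactosidase reporter activity was read as FDG fluorescence (ex 480/em 540) after 30 minutes.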
The depositor's hits bear a star; ? = inconclusive; / = no result given; [ ] = remark or other dose. Unless noted, calls come from the whole dose curve; as a rule, active = well fitted curve in the direction sought with a large enough effect; inconclusive = small, poorly fitted or top-dose-only effect, or another doubt; inactive = no such curve, though single readings can be large; an effect the other way counts as inactive or inconclusive. Some of the compounds tested; rates above refer to the full screens.

SMILES	TSHR antag	S-ASM inh	MBNL1 CUG block	TCR activator	Menin-MLL TR inh	AT treatment	Integrin act MD	Mito fusion act	TSG101-PTAP inh	CXXC DNA block
O=C(CC(c1ccccc1)c1ccccc1)NCCOCc1ccccc1	-13	-2%	-6%	5%	-12%	4%	-31%	1%	0%	-4%
O=C1c2ccccc2C(=O)N1CC#CCN1CCN(C2CCCCC2)CC1	10	2%	13%	2%	-4%	-3%	-18%	-1%	-5%	-2%
C[C@H](CO)N1C[C@H](C)[C@@H](CN(C)Cc2ccc(Oc3ccccc3)cc2)Oc2c(NC(=O)c3ccncc3)cccc2C1=O	-4	-6%	/	6%	/	1%	-15%	/	-2%	/
CCC(C)NC(=O)c1[nH]c(C)c(C(=O)OC)c1C (configuration not stated)	18	6%	-21%	-6%[46.1 µM]	0%	-1%	9%	0%	-2%	-2%
c1ccc(CNc2c3c(nc4ncnn24)CCC3)cc1	11	1%	2%	5%	/	18%	15%	4%	-2%	4%
Cc1cc(C)cc(N(CCC#N)C(=O)CN2C(=O)NC3(CCCC3)C2=O)c1	17	0%	-5%	-4%	0%	4%	2%	-3%	-4%	-1%
Cc1ccc(-n2ncc3c(NCCCN4CCCC4=O)ncnc32)c(C)c1	-4	-2%	-13%	0%	0%	2%	15%	0%	-4%	3%
Cc1cccc(N2CCN(C(=O)CCn3c(=S)[nH]c4cc5c(cc4c3=O)OCO5)CC2C)c1 (configuration not stated)	-17	-21%	1%	6%	0%	4%	4%	9%	0%	19%
CCc1nc(SCc2ccc(OCC(C)C)cc2)n[nH]1	-31	6%	1%	-3%	-14%	7%	-36%	-20%	1%	-3%
CC(OC(=O)COc1ccccc1[N+](=O)[O-])C(=O)Nc1ccc(N2CCOCC2)cc1 (configuration not stated)	-5	1%	18%	0%	8%	3%	0%	-10%	-4%	22%
O=C1C=C(c2cccc(Br)c2)C[C@@H](c2ccc(Cl)cc2)C1	-8	-15%	/	1%	/	13%	19%	/	-1%	/
COc1cc2c(cc1OC)C(=O)N1[C@H]3c4cc(Cl)ccc4OC[C@@H]3[C@H](c3ccccc3)[C@]1(C)C(=O)N2	-23	-2%	/	0%	/	-1%	-9%	-16%	1%	/
CCn1cc(C(=O)N2CCCC2)c(=O)c2cc(S(=O)(=O)N3CCOCC3)ccc21	-2	1%	-6%	-1%	7%	0%	30%	-1%	0%	-2%
CCc1cc2cccc(C)c2nc1SCC(=O)Nc1cc(C)on1	?	-1%	4%	-18%	4%	3%	25%	0%	0%	-8%
Cc1ccc(Cl)cc1NC(=O)COC(=O)Cn1cnc2c1c(=O)n(C)c(=O)n2C	3	3%	/	-33%	0%	-2%	-9%	-1%	1%	6%
CCOc1ccc(S(=O)(=O)c2cn(C)c3cc(OC)c(OC)cc3c2=O)cc1	13	-1%	30%[activator]	-1%	/	4%	-7%	-15%	-4%	-10%
O=C(Cn1c(-c2cscn2)nc2ccccc21)Nc1cc(F)ccc1F	-4	-1%	43%[activator]	-1%	-14%	3%	-11%	2%	-2%	13%
CCOC(=O)CC(=O)CSc1nc(-c2cccnc2)cc(C)c1C#N	-8	1%	11%	-4%	7%	-2%	-14%	0%	-5%	-3%
O=[N+]([O-])c1cc(S(=O)(=O)Oc2ccccc2)ccc1Cl	/	-8%	/	-8%	/	/	-55%[inhibitor]	/	-1%	/
Cc1ccc(Cl)cc1OCC(=O)NCCOC(=O)Nc1sc(=S)n(C)c1C	-3	-2%	?	-2%[46.1 µM]	-1%	-2%	-11%	-2%	-3%	15%
CCOc1ccc(NS(=O)(=O)c2ccc(-c3coc(C)n3)cc2)cc1	-2	-6%	-4%	-3%	3%	4%	2%	5%	-3%	-1%
C=CCN(C(=O)c1csnn1)C(C(=O)NC1CCCC1)c1ccc(OC)cc1 (configuration not stated)	-1	2%	-9%	-4%	/	11%	10%	-6%	-2%	-2%
CC1CCN(c2ccc([N+](=O)[O-])cn2)CC1	4	-5%	?	0%[46.1 µM]	-5%	-6%	8%	1%	1%	10%
CCCCN(CC)Cc1c(C)[nH]c2ccccc2c1=O	-6	0%	2%	0%	14%	1%	12%	2%	-2%	-6%
CCC(C)[C@H](NC(=O)NCCC1=CCCCC1)C(=O)OC (some centres not stated)	-6	3%	3%	1%	/	-4%	-14%	3%	-8%	14%
CCOC(=O)c1c(NC(=O)CSc2nnc(C)s2)sc2c1CCN(C)C2	-2	91%[activator]	6%	-3%	?	2%	-22%	6%	4%	50%[activator]
CCOC(=O)CNC(=O)CN1C(=O)CC(c2ccccc2)S(=O)(=O)c2ccccc21 (configuration not stated)	26	4%	-11%	5%	55%[activator]	0%	-24%	-5%	-1%	?
COc1cc(C(=O)NCc2nnc(SCC(=O)Nc3nc4ccc(C)cc4s3)o2)cc(OC)c1OC	3	-1%	-9%	4%[46.1 µM]	5%	5%	-8%	-1%	2%	?
O=C(c1ccoc1)N1CCCC(N2CCN(c3cccc(Cl)c3)CC2)C1 (configuration not stated)	-4	0%	-1%	-5%	/	1%	-9%	6%	0%	8%
C=CCSc1ncc(C#N)c(N)n1	1	2%	-3%	-2%[46.1 µM]	16%	0%	17%	1%	-3%	-9%
Cc1nn(-c2ccccc2)c(N2CCCC2)c1/C=N/NC(=S)Nc1cc(C(F)(F)F)ccc1Cl	-7	47%	-7%	3%[46.1 µM]	17%	-3%	9%	-5%	0%	4%
O=C(C1CCN(C2CC(=O)N(c3ccc(F)cc3)C2=O)CC1)N1CCOCC1 (configuration not stated)	26	7%	3%	-2%	-8%	-3%	11%	-27%	-2%	-7%
CC(C)(C)OC(=O)N1CCC(NC(=O)c2[nH]cnc2C(=O)Nc2cccc(Cl)c2)CC1	-10	-13%	/	7%	/	-3%	2%	-36%[inhibitor]	0%	/
O=C(COc1coc(CN2CCc3ccccc32)cc1=O)Nc1cccc(F)c1	-18	-1%	/	-5%	/	7%	-4%	1%	0%	/
NC(=O)/C(=C\c1ccco1)NC(=O)c1ccc(Br)o1	/	2%	/	-5%	/	/	-18%	/	-1%	/
Cc1snc(SCc2c(F)cccc2Cl)c1C#N	-8	-5%	2%	0%	31%[activator]	1%	-23%	2%	-1%	-7%
C[C@H](NC(=O)[C@@H]1CSC2c3ccccc3C(=O)N21)C(=O)NCCc1ccccc1 (some centres not stated)	-4	5%	-4%	3%	/	-8%	-4%	-5%	-6%	5%
COc1ccc(CCNC(=O)CCCn2c(=O)c3cccn3c3cccnc32)c(OC)c1OC	1	3%	-4%	-4%	/	2%	6%	1%	-3%	1%
CCc1ccc(NC(=O)COc2coc(CN3CCN(c4ccccc4)CC3)cc2=O)cc1	-9	/	/	3%	/	-2%	-7%	-5%	-3%	/
CC(=O)c1c(O)cc(=O)n(-c2ccccc2)c1-c1ccc(Cl)cc1	-4	2%	-20%	-3%[46.1 µM]	1%	-7%	-13%	-2%	-10%	?
O=C(COC(=O)c1cc(Br)ccc1O)NNC(=O)c1ccc([N+](=O)[O-])cc1	6	1%	/	1%	/	-6%	-13%	-1%	-8%	/

In another format: four of the compounds above
O=C(c1ccoc1)N1CCCC(N2CCN(c3cccc(Cl)c3)CC2)C1 (configuration not stated)
  TSHR antag = -4	S-ASM inh = 0%	MBNL1 CUG block = -1%	TCR activator = -5%	Menin-MLL TR inh = /	AT treatment = 1%	Integrin act MD = -9%	Mito fusion act = 6%	TSG101-PTAP inh = 0%	CXXC DNA block = 8%
CCOC(=O)CNC(=O)CN1C(=O)CC(c2ccccc2)S(=O)(=O)c2ccccc21 (configuration not stated)
  TSHR antag = 26	S-ASM inh = 4%	MBNL1 CUG block = -11%	TCR activator = 5%	Menin-MLL TR inh = 55%[activator]	AT treatment = 0%	Integrin act MD = -24%	Mito fusion act = -5%	TSG101-PTAP inh = -1%	CXXC DNA block = ?
COc1ccc(CCNC(=O)CCCn2c(=O)c3cccn3c3cccnc32)c(OC)c1OC
  TSHR antag = 1	S-ASM inh = 3%	MBNL1 CUG block = -4%	TCR activator = -4%	Menin-MLL TR inh = /	AT treatment = 2%	Integrin act MD = 6%	Mito fusion act = 1%	TSG101-PTAP inh = -3%	CXXC DNA block = 1%
Cc1snc(SCc2c(F)cccc2Cl)c1C#N
  TSHR antag = -8	S-ASM inh = -5%	MBNL1 CUG block = 2%	TCR activator = 0%	Menin-MLL TR inh = 31%[activator]	AT treatment = 1%	Integrin act MD = -23%	Mito fusion act = 2%	TSG101-PTAP inh = -1%	CXXC DNA block = -7%
